TGFb inhibitor: TGF-b pathway inhibition | HepG2 CAGA-GFP TGF-b/SMAD3 reporter, GFP fluorescence, 18 h; TGF-beta stimulated, 500 pg/mL final | Potency, µM (doses to about 46.1 µM), without a hit: top-dose activity, negative = inhibition, most hits filed as inhibitors | hit rate 1.2% among 410,000; further: potency means the concentration at half of the fitted maximal effect; on the % scale 0 is the no-effect control and ±100 the full control effect; nearly all actives have a fitted effect of over 65% in size
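Per well, imaged GFP fluorescence of HEPG2 CAGA-GFP cells gives the signal; cells get compound, then TGF-beta (500 pg/mL final), 18 h at 37 degrees C; %Activity versus -TGF-beta and +DMSO controls.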
CCT chaperon mod: modulators of cytosolic chaperonin (CCT/TRiC) activity. purified chaperonin ATPase assay, HTRF ADP detection, 30 min. activity change, % (no concentration beside the values), hits read low. hit rate 0.3% among 360,000. AID 651819; in the data active means activity change below about -30%; further: on the % scale 0 is the no-effect control and ±100 the full control effect
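TRiC (40 or 20 nM final, by batch activity) in 30 mM Tris pH 7.4, 100 mM KCl, 5 mM MgCl2, 1 mM DTT was treated with compound at 76 uM single dose, then 10 uM ATP, 30 min at 37 °C. ADP was read by HTRF Transcreener.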
Nrf2 activator: Nrf2 pathway activation; AREc32 ARE-luciferase reporter (MCF7-derived line), luminescence, 24 h; Potency, µM (titrated, usually from 46.1 µM), for inactives: top-dose activation, hits mostly activators; hit rate 0.31% among 410,000; further: potency means the concentration at half of the fitted maximal effect; % of control where 0% means no effect; nearly all actives have a fitted effect of over 65% in size
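For detection, Steady-Glo was added and plates sat 30 min at RT; before that, AREc32_Fluc cells grown overnight in OPTI-MEM/5% FBS had been treated with 23 nL compound for 24 hr at 37 deg C.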
A549 tox: A549 cytotoxicity, counter-screen for Nrf2 inhibitors | A549 ARE-Fluc cells, CellTiter-Fluor viability, 18-24 h | Potency, µM (doses to about 46 µM), without a hit: at the top dose activity change, negative = cytotoxicity, usual class: inhibitors | hit rate 0.16% among 390,000 | AID 504648; further: potency means the concentration at half of the fitted maximal effect; on the % scale 0 is the no-effect control and ±100 the full control effect
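A549 ARE_Fluc cells in 5% FBS OPTI-MEM were exposed to compounds in concentration-response for 18-24 h at 37 deg C. Viability was read by CellTiter-Fluor fluorescence (Ex 405/Em 525) after 30 min, before the luciferase read.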
HepG2 viability: kills HepG2 cells in TGF-b inhibitor counter-screen; AID 588856; hit rate 0.76% among 410,000; Potency, µM (titrated, usually from 46.1 µM), inactives show at the top dose activity change, negative = cytotoxicity, most hits filed as cytotoxic; HepG2 CAGA-GFP viability, ATP luminescence, 18 h; further: potency means the concentration at half of the fitted maximal effect; some results filed as inactive show a strong effect at the top dose
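CellTiter-Glo luminescence gave cytotoxicity after 18 hours at 37 degrees C. The cells were HepG2 CAGA-GFP in 1% FBS DMEM, stimulated with 500 pg/mL TGF-beta after compound addition. %Activity was normalised to no-cell wells (complete cell-killing) and DMSO (no toxicity), and curves were fitted and classified.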
Nrf2 inh: inhibitors of Nrf2 signaling; Potency, µM (doses to about 46 µM), without a hit: at the highest dose activity change, negative = inhibition, actives largely listed as inhibitors; AID 504444; A549 ARE-Fluc reporter, luciferase luminescence, 18-24 h; hit rate 2.1% among 360,000; further: potency means the concentration at half of the fitted maximal effect; on the % scale 0 is the no-effect control and ±100 the full control effect; nearly all actives have a fitted effect of over 60% in size
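Concentration-response testing used A549 ARE_Fluc cells at 5000 cells/well. Following an 18-24 h compound incubation, viability was read by fluorescence (Ex 405/Em 525) and luciferase output by luminescence.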
Mm-Cpn inhibitor: M. maripaludis TRiC chaperonin inhibition. purified Mm-Cpn ATPase, ADP Transcreener TR-FRET. Potency, µM (doses to about 76.9 µM), for inactives: top-dose activity, negative = inhibition, usual class: inhibitors. hit rate 0.031% among 330,000. AID 504842; further: potency means the concentration at half of the fitted maximal effect; on the % scale 0 is the no-effect control and ±100 the full control effect; nearly all actives have a fitted effect of over 80% in size
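TR-FRET (320 nm excitation; 590 and 665 nm emission) reports ADP made from 10 uM ATP by 25 nM enzyme; compounds were preincubated 10 min, reaction run 30 min, both at 37°C.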
pAkt inh: blocks phosphorylation of Akt; Neuro2A IGF-stimulated pAkt S473 HTRF, 20 min; active compounds read low; activity change, % for hits at 50 µM; hit rate 0.32% among 360,000; in the data active means activity change below about -80%; inconclusive means mostly about -51% to -80%; further: on the % scale 0 is the no-effect control and ±100 the full control effect
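Neuro2A cells in DMEM with 0.5% FBS, overnight at 37 deg C, given compound at single 50 µM final, then IGF (6 nM final) for 20 min at 37 deg C. Lysed; phospho-Akt Ser473 by HTRF after 24 h, 665/615 ratio.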
ATXN viability: cell viability loss in ATXN counter-screen; AID 651635; hit rate 0.49% among 400,000; S2 cells (HEK-293 line with an ATXN2-luciferase reporter) viability, CellTiter-Fluor protease fluorescence, 24 h; Potency, µM (doses to about 56.7 µM), actives largely listed as cytotoxic; further: potency means the concentration at half of the fitted maximal effect; nearly all actives have a fitted effect of over 40% in size
The depositor's hits bear a star; i = inactive; ? = inconclusive; nt = no result given; [ ] = remark or other dose. Unless noted, the call rests on the fitted dose curve; in most records, active means well fitted curve in the direction sought with a large enough effect; inconclusive means small, poorly fitted or top-dose-only effect, or another doubt; inactive means no such curve, though single readings can be large; an effect the other way counts as inactive or inconclusive. No enrichment for hits; about 4.4% have a hit in one of these screens.

SMILES | TGFb inhibitor | CCT chaperon mod | Nrf2 activator | A549 tox | HepG2 viability | Nrf2 inh | Mm-Cpn inhibitor | pAkt inh | ATXN viability
O=C(NNC(=O)C1CCN(c2ncccn2)CC1)c1ccccc1 | 13% | -1.5 | -0.5% | -2% | 6% | 2% | -4% | i | i
Cc1nn(-c2ccccc2)c(C)c1NC(=O)COc1ccc(C#N)cc1 | -1% | -2.1 | 0.0% | 1% | -11% | -6% | -1% | i | i
NC(=O)CSc1nnc(NC(=O)C2CC(=O)N(c3ccc(F)cc3)C2)s1 (stereo unspecified) | -1% | -0.6 | 0.1% | -3% | -8% | -15% | ? | i | i
CC1CC(C)CN(S(=O)(=O)c2ccc(C(=O)N(C)Cc3ccccc3)cc2)C1 (stereo unspecified) | ? | -1.3 | 0.3% | 5% | -18% | -11% | -2% | i | ?
Cc1cc(C)nc(NNC(=O)NC2CCCCC2)n1 | -3% | -1.5 | 0.0% | -1% | 6% | 9% | -3% | i | i
O=C(CCNC(=O)c1ccc(Cl)cc1)NCCC1=CCCCC1 | 4% | 0.0 | 0.0% | -5% | -8% | ? | -2% | i | i
CCCSCCCNC(=O)c1ccc2c(c1)sc1nc(-c3ccc(OCC)cc3)cn12 | -3% | nt | 3.0% | -1% | 2% | 3% | nt | nt | ?
Cc1cccc(C=CC(=O)c2ccc(Cl)cc2)c1 | 1% | -3.2 | 5.0% | -4% | -24% | -9% | nt | i | i
O=C(OCC1OC(n2cnc3c(N(C(=O)c4ccccc4)C(=O)c4ccccc4)ncnc32)C(O)C1F)c1ccccc1 (stereo unspecified) | ? | -2.9 | 6.6% | ? | -42% | 16µM* | 1% | i | i
COCCCNC(NC(=O)c1ccc(C)cc1)C(Cl)(Cl)Cl (stereo unspecified) | 0% | 0.0 | 2.1% | 0% | -7% | -9% | 1% | i | i
COC(=O)CC1Sc2ccccc2NC1=O (stereo unspecified) | -3% | -2.0 | 0.6% | 3% | -20% | 19% | 1% | i | i
CCOCc1c(C(=O)Nc2ccc(OC)nc2)oc2ccccc12 | -1% | -0.5 | 4.3% | 3% | -1% | 1% | -1% | i | i
O=C(O)c1cc(S(=O)(=O)Nc2cccc(S(=O)(=O)N3CCCC3)c2)ccc1Cl | 11% | -0.8 | 0.2% | -5% | -39% | -2% | -1% | i | i
CC1CCCCN1CCCNC(=O)c1nn(C)c2c1CSc1ccccc1-2 (stereo unspecified) | -7% | -2.9 | 0.1% | 1% | 2% | 7% | 0% | i | i
CC1=NNC(=O)C1CCC(=O)N/N=C\c1ccccc1[N+](=O)[O-] (stereo unspecified) | -7% | -1.8 | -0.4% | -3% | 7% | nt | 0% | nt | i
Cc1cc(NC(=O)c2sc(Nc3ccc(F)cc3)nc2N)no1 | -2% | 0.5 | 2.5% | -2% | -3% | ? | -1% | i | i
O=C(c1ccc(Cn2cc([N+](=O)[O-])cn2)o1)N1CCCC1 | 2% | 1.6 | -0.2% | -4% | 5% | 12% | -1% | i | i
CCN(Cc1cnn(C)c1)C(=O)c1ccc(OC2CCN(S(=O)(=O)N(C)C)CC2)cc1 | -5% | 0.7 | -1.1% | 0% | -7% | -5% | 4% | i | i
CC(C)(C)c1cc(NC(=O)Nc2ccccc2OC(F)(F)F)no1 | -10% | -0.7 | -0.3% | 11% | 7% | 11% | -1% | i | i
CC(O)CN1CC(O)=C(c2nc3ccccc3s2)C1=N (stereo unspecified) | -16% | -0.6 | 2.9% | -2% | -26% | ? | -2% | i | i
CN(C)C(=O)CSc1nnc(-c2cc(-c3cccs3)nc3ccccc23)o1 | -7% | 1.0 | 6.8% | -14% | -21% | ? | 0% | i | i
COc1ccccc1NC(=O)CSCc1cc(=O)n2ccsc2n1 | 5% | 1.1 | -0.2% | -1% | 1% | -2% | 0% | i | i
CCS(=O)(=O)N1Cc2ccccc2CC1C(=O)Nc1nnc(SCc2c(Cl)cccc2Cl)s1 (stereo unspecified) | ? | 2.2 | -0.6% | -10% | -28% | ? | -19% | i | i
CC(=O)c1cc(C)ccc1OC(=O)c1cccc2nc(C)oc12 | -22% | 2.6 | 0.4% | -6% | 3% | 2% | -1% | i | i
Cn1c(=O)c2c(-c3ccccc3)n(C3CCCCC3)cc2n(C)c1=O | -1% | -2.5 | -0.5% | 1% | -9% | 15% | -1% | i | ?
CC(=O)Nc1ccc(-c2ccnc3c2CC(C)(C(=O)NCc2cccc(Cl)c2)O3)cc1 (stereo unspecified) | 14% | 1.4 | 3.3% | nt | 6% | nt | nt | i | i
Cc1nc2sc(C(c3cccc(F)c3)N3CCN(C(=O)c4ccco4)CC3)c(O)n2n1 (stereo unspecified) | 4% | -1.0 | 0.3% | -2% | -7% | -7% | 1% | i | i
CCOC(=O)c1ccccc1NC(=O)c1cn(CC(C)C)c(=O)c2cc(OC)c(OC)cc12 | 0% | nt | -1.0% | -12% | 6% | -10%[9.27 µM] | nt | nt | i
CCOC(=O)C1=C(COC(=O)/C=C/c2ccc(O)c(OC)c2)NC(=O)NC1C (stereo unspecified) | 12% | 1.1 | 5.3% | -1% | 3% | 10% | -1% | i | i
CCN(CC)S(=O)(=O)c1ccc(NC(=O)C2c3ccccc3Oc3ccccc32)cc1 | -13% | -0.7 | 1.5% | 0% | -10% | -12% | 0% | i | i
CCN(c1cc(C)cc(C)c1)S(=O)(=O)c1nnc(NC(=O)C2CCCCC2)s1 | -19% | nt | 4.0% | -3% | 0% | ? | nt | nt | nt
COc1ccc(C2=NOC(Cn3c(Cc4ccc(Cl)cc4)nc4c3c(=O)n(C)c(=O)n4C)C2)cc1 (stereo unspecified) | 7% | -2.9 | 0.2% | 1% | 11% | -13% | -1% | i | i
CCNC(=O)N(C)c1c(CC)nc2ccc(C(=O)Nc3cccc(OCC(=O)N(C)C)c3)cn12 | 7% | 1.2 | -1.0%[9.22 µM] | nt | -1% | nt | nt | i | i
Cc1cccc(-n2c(SCC(=O)O)nc3sc4c(c3c2=O)CCC4)c1 | -23% | 0.6 | -0.7% | 1% | 4% | 3% | 0% | i | i
C/C(=N/Nc1ccc(C(=O)O)cc1)c1ccc2c(c1)Nc1ccccc1S2 | 13% | 0.0 | 5.9% | -15% | -23% | ? | nt | i | i
CN(C)c1ccc(C=NC(CO)C(O)c2ccc([N+](=O)[O-])cc2)cc1 (stereo unspecified) | 26% | -1.3 | 0.4% | 7% | -32% | 1% | -8% | i | i
Cc1ccc(-n2ncc3c(Nc4cccc(C)c4)ncnc32)cc1 | 18% | nt | 0.3% | 13% | 0% | nt | nt | nt | i
Cc1ccnc(N=Cc2nc(-c3ccccc3Br)oc2O)c1 | -4% | -1.3 | 6.0% | -5% | -19% | 5% | 0% | i | ?
COC(=O)/C=C/c1ccc(OC(=O)c2ccncc2)cc1 | 0% | 0.2 | 3.4% | -4% | -28% | 23% | -1% | i | i
CCN(CC(=O)Nc1ccc(NC(C)=O)cc1)C(=O)c1cc(-c2ccccc2Cl)nc2ccccc12 | -13% | 0.1 | -3.0% | -26% | -12% | ? | nt | i | ?
CCOC(=O)N1CCC(NC(=O)c2cc3c(-c4ccccc4F)nn(C)c3s2)CC1 | -13% | -0.9 | -0.6% | -4% | -16% | ? | 1% | i | i
COc1cc(OC)c(CN2CCC(Cc3ccccc3)CC2)cc1Br | ? | -0.2 | -0.2% | ? | -39% | -21% | -1% | i | ?
COc1ccc(-c2nc(CS(=O)CC(=O)NCCCN3CCOCC3)c(C)o2)cc1OC (stereo unspecified) | -7% | 0.9 | -0.3% | -5% | -15% | -7% | 1% | i | i
O=C(Cn1nnc(-c2ccncc2)n1)Nc1ccc2c(c1)CCC2 | 2% | 2.0 | -0.8% | 1% | 5% | -7% | -3% | i | i
O=C1C(Cc2ccccc2O)NC(=S)N1c1ccccc1 (stereo unspecified) | 10% | -2.9 | 1.8% | 1% | 11% | 0% | 2% | i | i
Cc1cc(C)cc(C(=O)NC(=S)Nc2ccc3c(c2)OCCO3)c1 | 3% | -1.3 | 2.9% | -3% | -7% | ? | -3% | i | i
O=C(CCNC(=O)c1ccc(Br)cc1)NC1CCCc2ccccc21 (stereo unspecified) | 0% | 2.8 | 0.0% | -5% | 8% | ? | 3% | i | i
Cc1c(Br)cc(C(=O)NC2CCCCC2)c(C)c1C | 10% | -2.4 | -0.9% | -1% | 2% | 6% | 2% | i | i
COC(=O)c1ccc(NC(=O)CCNS(=O)(=O)c2cccc3nsnc23)cc1 | ? | nt | -0.4% | 1% | -17% | -9%[9.27 µM] | nt | nt | i
Cc1c(NC(=O)/C=C/c2cn(-c3ccccc3)nc2-c2ccc(F)cc2)c(=O)n(-c2ccccc2)n1C | -1% | -1.4 | -0.8% | -19% | -21% | 11% | -3% | i | ?

(cont.)
SMILES | TGFb inhibitor | CCT chaperon mod | Nrf2 activator | A549 tox | HepG2 viability | Nrf2 inh | Mm-Cpn inhibitor | pAkt inh | ATXN viability
O=C(NCCc1ccccc1)C1CC(=O)N(CCc2ccccc2)C1 (stereo unspecified) | 0% | 0.8 | -0.2% | 0% | 1% | 0% | 2% | i | i
COC(=O)[C@H](C)NC(=O)Nc1ccc(Oc2ccccc2)cc1 | -7% | 3.0 | 2.1% | 1% | 1% | -29% | -2% | i | i
COc1ccc(-c2noc(CCC(=O)Nc3ccc4c(c3)OCCO4)n2)cc1 | ? | 0.9 | 6.1% | -16% | -13% | nt | 1% | i | i
COc1ccc(CC(=O)Nc2nnc(C(C)C)s2)cc1OC | -19% | -1.8 | -0.5% | -1% | -21% | ? | -1% | i | i
CN(CC(=O)Nc1ccccc1Cl)CC(=O)Nc1cccc2ccccc12 | -9% | -0.4 | -0.6% | -4% | 1% | ? | -1% | i | i

Results in Nrf2 activator and A549 tox (2 entries from above):
canonical_smiles	Nrf2 activator	A549 tox
COc1ccc(CC(=O)Nc2nnc(C(C)C)s2)cc1OC	-0.5%	-1%
CN(CC(=O)Nc1ccccc1Cl)CC(=O)Nc1cccc2ccccc12	-0.6%	-4%
